Compound activity: PubChem, National Center for Advancing Translational Sciences (NCATS)
ELG1 repair inh: blocks ELG1-dependent DNA repair in HEK293T cells. HEK293T ELG1-luciferase reporter, luminescence, 16 h; DNA damage induced by 5-fluorouridine. Potency, µM (series often up to 46.1 µM), for inactives: top-dose activity change, negative = inhibition, actives largely listed as inhibitors. 2.3% of 330,000 active; also: potency is read from the fitted curve at half-maximal effect; % is scaled to controls: 0 for no effect and ±100 for the full control effect; nearly all actives have a fitted effect of over 55% in size
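HEK293T cells expressing luciferase-tagged ELG1 (2,000/well) received 5-Fluorouridine plus compound or DMSO for 16 hr at 37 °C. Luciferase was read by ONE-Glo luminescence after 30 min at room temperature.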
TCR act: activates T cell receptor signaling; primary human leukocytes, anti-CD3, IL-2 HTRF, 48 h; Potency, µM (doses to about 9.22 µM), without a hit: at the top dose activation of IL-2 secretion, hits mostly activators; 330,000 tested, under 10 active; also: % of control where 0% means no effect
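Activity was scored as IL-2 release from primary human leukocytes given only a TCR signal (a-CD3 beads) plus compound for 48 hr. Detection used a two-antibody HTRF format read at 665nm.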
B2AR arrestin: agonists driving beta-arrestin recruitment to human beta2-adrenergic receptor. 0.02% of 330,000 active. beta-arrestin recruitment to beta2AR, cell-based reporter. P07550. Potency, µM (titrated, usually from 46.1 µM), without a hit: top-dose activation, actives largely listed as activators. AID 492947;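 also: potency is read from the fitted curve at half-maximal effect; 0% = DMSO controls and full agonism = EC100 isoproterenol or metaproterenol; nearly all actives have a fitted effect of over 65% in size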
Target sequence (P07550 whole entry, looked up): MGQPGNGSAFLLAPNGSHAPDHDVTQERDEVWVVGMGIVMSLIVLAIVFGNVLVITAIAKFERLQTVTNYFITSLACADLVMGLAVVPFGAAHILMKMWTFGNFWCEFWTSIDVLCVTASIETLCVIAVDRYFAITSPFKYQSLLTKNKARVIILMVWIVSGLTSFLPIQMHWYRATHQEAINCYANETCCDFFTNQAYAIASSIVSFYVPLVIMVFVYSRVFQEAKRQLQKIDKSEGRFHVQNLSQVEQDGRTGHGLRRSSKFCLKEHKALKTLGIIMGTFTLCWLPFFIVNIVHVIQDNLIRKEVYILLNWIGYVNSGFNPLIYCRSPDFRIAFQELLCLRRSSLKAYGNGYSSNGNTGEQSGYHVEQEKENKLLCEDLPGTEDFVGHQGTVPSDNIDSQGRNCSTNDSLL
AT treatment: potential ataxia-telangiectasia treatments restoring KAP-1 phosphorylation; Potency, µM (top dose mostly 57.5 µM), for inactives: at the top dose activation, most hits filed as activators; […] A-T fibroblasts, KAP-1 phosphorylation AlphaLISA; neocarzinostatin DNA damage 30 min before lysis; AID 485349; 0.19% of 320,000 active; also: potency is read from the fitted curve at half-maximal effect; % of control where 0% means no effect; nearly all actives have a fitted effect of over 45% in size
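hTERT-immortalized A-T patient fibroblasts ([…]), 500 cells/well in OPTI-MEM, 1% FBS, got compounds for 60 min, then NCS for 30 min at 37C. Lysates were then assayed for phospho-KAP-1 by AlphaLISA (anti-pKAP1 donor, anti-KAP1 acceptor beads), 6 hr at 25C.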
Integrin act MD: activators of alpha7 integrin expression for muscular dystrophy; alpha7betagal myoblasts, beta-gal FDG fluorescence, 48 h; Potency, µM (highest dose often 38.3 µM), inactives show top-dose activation, usual class: activators; 0.064% of 350,000 active; AID 624291;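 also: potency is read from the fitted curve at half-maximal effect; 100% = response of the positive control SU9516; nearly all actives have a fitted effect of over 60% in size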
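alpha7betagal+/- myoblasts (passage 13, 250/well) treated 48 h at 37C with compounds at 1:260 dilution of DMSO stock. Lysed, then beta-galactosidase activity read as FDG fluorescence (ex 480/em 540) after 30 min, with pre-read for autofluorescence.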
p53 reactivator: re-activators of mutant p53; H1299 p53-A138V BP100-luciferase reporter, luminescence, 24 h; Potency, µM (series often up to 92.2 µM), for inactives: at the highest dose activity change, positive = activation, most hits filed as activators; 0.063% of 320,000 active; AID 504706; also: potency is read from the fitted curve at half-maximal effect; % of control where 0% means no effect; nearly all actives have a fitted effect of over 45% in size
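p53-null H1299 cells stably carrying temperature-sensitive p53-A138V and a BP100-luciferase reporter were pinned with compounds (4-point, 1:5 series) and held 24 hrs at 37 deg C. Luminescence was read 10 min after detection reagent.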
TRPV1 agonist: agonists of human vanilloid receptor 1 (TRPV1); 0.19% of 320,000 active; TRPV1-expressing cells, Fluo-8 calcium influx, agonist mode; AID 540275; activation, % at 8.33 µM; Q8NER1; in the data active = activation above about 80%; inconclusive = between about 30% and that limit; also: 0% is about no effect
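Fluo-8 calcium influx in TRPV1-expressing cells, kinetic read (ex 480/em 520 nm). Compound added and read 3 min for agonist activity, followed by capsaicin at EC20 final and 2 min further read for enhancement.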
CXXC DNA block: inhibitors of human MLL CXXC domain-DNA interaction. Q03164. MLL-CXXC / FITC-HOXA9 DNA fluorescence polarization. Potency, µM (top dose mostly 115 µM), for inactives: top-dose activity change, negative = inhibition, hits mostly inhibitors. 0.037% of 290,000 active; active = well fitted inhibition curve with a large enough effect in the polarisation, with a control signal flat, not every such curve was filed as active; inconclusive = small, poorly fitted or top-dose-only effect, or effect the other way, or a change in a side signal; inactive = no such curve, though single readings can be large or run the other way; the % refers to the polarisation; also: potency is read from the fitted curve at half-maximal effect
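Purified MLL-CXXC (added from a 7 uM solution) was preincubated 5 min at ambient with pinned compounds in 50 mM Tris-HCl pH 7.5, 50 mM NaCl, 1 mM DTT, 0.05% BSA. Fluorescein-labeled HOX-A9 DNA (50 nM solution) followed, 30 min, then polarization read.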
TSG101-PTAP inh: blocks PTAP/TSG101 interaction to inhibit HIV-1 budding; AID 493005; 340,000 tested, under 10 active; Q99816; Fluorescence polarization, FITC-PTAP peptide / Tsg101 binding; Potency, µM (titrated, usually from 115 µM), for inactives: top-dose activity change, negative = inhibition, actives largely listed as inhibitors; active = well fitted inhibition curve with a large enough effect in the main read-out, with a control signal flat, not every such curve was filed as active; inconclusive = small, poorly fitted or top-dose-only effect, or effect the other way, or a change in a side signal; inactive = no such curve, though single readings can be large or run the other way; also: potency is read from the fitted curve at half-maximal effect; % of control where 0% means no effect
Target sequence (Q99816 whole entry, looked up): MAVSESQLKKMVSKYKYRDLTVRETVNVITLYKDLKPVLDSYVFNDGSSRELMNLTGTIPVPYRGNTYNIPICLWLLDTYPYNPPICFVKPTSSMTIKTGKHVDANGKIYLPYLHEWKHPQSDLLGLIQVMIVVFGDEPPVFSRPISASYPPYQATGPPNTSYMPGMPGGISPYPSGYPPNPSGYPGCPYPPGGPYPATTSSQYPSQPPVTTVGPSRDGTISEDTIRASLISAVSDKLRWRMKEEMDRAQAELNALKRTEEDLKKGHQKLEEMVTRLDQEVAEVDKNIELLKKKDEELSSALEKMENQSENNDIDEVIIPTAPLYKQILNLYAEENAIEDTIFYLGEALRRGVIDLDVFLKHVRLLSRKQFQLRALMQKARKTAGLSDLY
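Fluorescence polarization binding of Tsg101 binding domain (10 uM final) to FITC-labeled PTAP peptide (50 nM final) in HEPES pH 7.5 buffer with NaCl, Tween 20, EDTA, TCEP. Compounds added before peptide; binding 20 min at RT.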
BRCA1 expr up: BRCA1 expression activation; MCF7-BRCA1-FFLuc reporter, luminescence, 48 h; response scale: scaled: vehicle 0%, 10 µM genistein 100%; Potency, µM (highest dose often 46.1 µM), for the others: at the top dose activation, hits mostly activators; 1.1% of 380,000 active; also: potency is read from the fitted curve at half-maximal effect; nearly all actives have a fitted effect of over 80% in size; some results filed as inactive show a strong effect at the top dose
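Quantitative HTS in MCF7 cells stably reporting BRCA1 expression via firefly luciferase. Compound treatment lasts 48 h at 37 °C in phenol-red free MEM. Activation is expressed relative to genistein at 10 microM and DMSO.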
Active calls of the source: *; u = inconclusive; x = no result given; [ ] = dose if it differs, or a comment. Unless noted, calls follow the shape of the dose curve; as a rule, active = well fitted curve in the direction sought with a large enough effect; inconclusive = small, poorly fitted or top-dose-only effect, or another doubt; inactive = no such curve, though single readings can be large; an effect the other way counts as inactive or inconclusive.

SMILES	ELG1 repair inh	TCR act	B2AR arrestin	AT treatment	Integrin act MD	p53 reactivator	TRPV1 agonist	CXXC DNA block	TSG101-PTAP inh	BRCA1 expr up
COC(=O)[C@@]12CCCCN1[C@H](c1ccc(-c3ccc(OC)cc3)cc1)[C@@H]1C(=O)N(C)C(=O)[C@@H]12	u	2%	0.2%	14%	1%	-2%	-1	x	-3%	-3%
O=C(NC1(C(F)(F)F)C(=O)Nc2c1c(=O)[nH]c(=O)n2-c1ccccc1)c1cccnc1 (stereo unspecified)	-2%	0%	-0.1%	3%	6%	-12%	2	4%	-1%	10%
COc1ccc(C(=O)C2CCCN(C(=O)CCc3scnc3C)C2)c(C)c1 (stereo unspecified)	u	-2%	0.0%	u	-40%	-11%	14	3%	-1%	12%
COc1ccc(/C=C/C(=O)Nc2cc(C)nn2-c2nc3ccccc3n2Cc2cccc([N+](=O)[O-])c2)cc1	u	-3%[46.1 µM]	-1.9%	1%	25%	3%	-2	5%	0%	-9%
COc1ccccc1CC(=O)Nc1ccc2c(C)cc(=O)oc2c1	-2%	-1%	0.2%	3%	21%	-13%	1	1%	2%	-3%
CCCCN1c2ccccc2N(CCCO)c2cc(C)nnc21	14%	5%	0.6%	-6%	-1%	9%	1	-2%	-4%	44%
Cc1c(C(=O)OCC(=O)NC2CC2)oc2ccc(Br)cc12	6%	-5%	-0.4%	0%	-25%	2%	6	x	-5%	-9%
O=C(Cn1cnc2c(nnn2Cc2ccccc2)c1=O)c1ccc(Cl)cc1	20%	3%[46.1 µM]	-0.3%	1%	19%	3%	21	2%	-9%	-12%
O=C(COc1cccnc1[N+](=O)[O-])Nc1ccc(F)cc1	u	-3%	-0.9%	8%	14%	u	x	x	-7%	69%
C=CCc1ccccc1OCC(O)CN1CCOCC1 (stereo unspecified)	x	-10%	x	x	-9%	x	x	x	1%	0%
COc1ccc(C(=O)N/C(=C/c2cccnc2)C(=O)N2CCCCCC2)cc1OC	11%	5%	0.4%	-3%	5%	-2%	-3	-1%	-5%	15%
Cc1cccc(-n2cc(CNCCc3nc(C)cc(C)n3)c(-c3cccc(F)c3)n2)c1	23µM*	1%	-0.4%	14%	-60%[inhibitor]	4%	0	-4%	3%	-39%
COc1cccc(/C=C/C(=O)OCC(=O)NCc2ccc(Cl)cc2)c1	4%	5%	-0.3%	-3%	-23%	0%	16	-4%	-3%	-12%
O=C(NC1CCCCC1)C1CCN(S(=O)(=O)N2CCOCC2)CC1	9%	-3%	0.1%	1%	19%	0%	-2	-2%	-5%	0%
O=C(O)c1cc(Cl)ccc1NC(=O)C1CCCO1 (stereo unspecified)	5%	-5%	-0.6%	-1%	5%	9%	6	-4%	-9%	0%
CC(=O)OCCCn1c(C)[n+](C)c2cc(Cl)c(Cl)cc21	2%	-5%	-0.3%	-3%	-16%	3%	0	-2%	0%	17%
CCn1cc(C(=O)NCc2ccc(Cl)cc2)c(=O)c2cc(S(=O)(=O)N3CCOCC3)ccc21	u	-6%	-0.4%	7%	-3%	1%	5	0%	0%	-8%
O=C(CNC(=S)N(Cc1ccccc1)Cc1ccccc1F)NCc1ccc(Cl)cc1	23µM*	-5%	-0.2%	0%	-31%[inhibitor]	1%	17	0%	1%	-11%
O=C(CSc1nc(C2CC2)nc2ccccc12)Nc1ccccc1Cl	4%	0%	-0.4%	4%	-17%	5%	1	-3%	-3%	-13%
C=CCNC(=S)NNC(=O)CCC(O)CCCCC (stereo unspecified)	1%	-4%	-0.3%	x	0%	-2%	0	-20%	1%	-18%
Cc1cccc(NC(=O)COc2coc(CN3CCN(c4ccccc4)CC3)cc2=O)c1C	-15%	3%	-0.1%	-1%	-6%	1%	-2	x	-3%	-27%
Cc1ccc(OCC(=O)OC2CCS(=O)(=O)C2)cc1 (stereo unspecified)	1%	-3%	0.2%	6%	3%	-2%	1	6%	-4%	4%
COc1ccccc1NS(=O)(=O)c1cccc(NC(=O)c2[nH]c(C)c(C(C)=O)c2C)c1	-14%	-3%	-0.8%	18%	15%	-4%	2	-5%	-3%	-85%
Cc1ccc(S(=O)(=O)N2CCOCC2)cc1C(=O)NNC(=O)c1ccoc1C	12%	5%	0.1%	-3%	5%	0%	1	-4%	2%	5%
CN(CC(=O)N1CCN(Cc2ccccc2)CC1)S(=O)(=O)c1ccc(Br)cc1	-14%	5%	3.1%	10%	-28%	-4%	27	3%	-1%	-12%
CCOC(=O)CSc1c(-c2ccccc2)c2cc(Cl)ccc2[nH]c1=O	-3%	0%[46.1 µM]	0.4%	-2%	-5%	-18%	6	-1%	0%	0%
CC1CC2=C(CC1/C=N/NC(N)=S)C(C)(C)CCC2 (stereo unspecified)	u	-3%	-0.6%	6%	-31%	3%	-2	1%	-4%	-82%
CCCN(CC(=O)Nc1ccccc1C)C(=O)Cc1coc2cc(C)ccc12	1%	-50%	0.1%	17%	-4%	-13%	11	10%	-7%	-14%
O=C1CCCCCN1CSc1nc2ccccc2s1	-15%	2%	-0.1%	7%	-6%	-8%	x	7%	0%	-34%
COC(=O)c1ccc(Cn2ccc(=O)[nH]c2=O)cc1	x	2%	x	x	-7%	x	x	x	1%	-4%

Some of these compounds in order of length of the SMILES, highest first.
SMILES	ELG1 repair inh	TCR act	B2AR arrestin	AT treatment	Integrin act MD	p53 reactivator	TRPV1 agonist	CXXC DNA block	TSG101-PTAP inh	BRCA1 expr up
COc1ccccc1NS(=O)(=O)c1cccc(NC(=O)c2[nH]c(C)c(C(C)=O)c2C)c1	-14%	-3%	-0.8%	18%	15%	-4%	2	-5%	-3%	-85%
Cc1cccc(NC(=O)COc2coc(CN3CCN(c4ccccc4)CC3)cc2=O)c1C	-15%	3%	-0.1%	-1%	-6%	1%	-2	x	-3%	-27%
CN(CC(=O)N1CCN(Cc2ccccc2)CC1)S(=O)(=O)c1ccc(Br)cc1	-14%	5%	3.1%	10%	-28%	-4%	27	3%	-1%	-12%
O=C(CNC(=S)N(Cc1ccccc1)Cc1ccccc1F)NCc1ccc(Cl)cc1	23µM*	-5%	-0.2%	0%	-31%[inhibitor]	1%	17	0%	1%	-11%
CCCN(CC(=O)Nc1ccccc1C)C(=O)Cc1coc2cc(C)ccc12	1%	-50%	0.1%	17%	-4%	-13%	11	10%	-7%	-14%
CC1CC2=C(CC1/C=N/NC(N)=S)C(C)(C)CCC2 (stereo unspecified)	u	-3%	-0.6%	6%	-31%	3%	-2	1%	-4%	-82%
COC(=O)c1ccc(Cn2ccc(=O)[nH]c2=O)cc1	x	2%	x	x	-7%	x	x	x	1%	-4%
Cc1ccc(OCC(=O)OC2CCS(=O)(=O)C2)cc1 (stereo unspecified)	1%	-3%	0.2%	6%	3%	-2%	1	6%	-4%	4%
C=CCNC(=S)NNC(=O)CCC(O)CCCCC (stereo unspecified)	1%	-4%	-0.3%	x	0%	-2%	0	-20%	1%	-18%
O=C1CCCCCN1CSc1nc2ccccc2s1	-15%	2%	-0.1%	7%	-6%	-8%	x	7%	0%	-34%

Next structures follow.
SMILES	ELG1 repair inh	TCR act	B2AR arrestin	AT treatment	Integrin act MD	p53 reactivator	TRPV1 agonist	CXXC DNA block	TSG101-PTAP inh	BRCA1 expr up
Cc1ccc(NC(=O)c2ncn(CC(=O)NCC(C)c3ccccc3)n2)cc1C (stereo unspecified)	19%	8%[46.1 µM]	-0.9%	-2%	-2%	9%	x	x	-2%	17%
O=C(C1CCCN(S(=O)(=O)c2ccccc2[N+](=O)[O-])C1)N1CCCC1 (stereo unspecified)	-1%	2%[46.1 µM]	0.1%	0%	-31%[inhibitor]	4%	5	-1%	-1%	-12%
COc1ccc(CN(C)CC(=O)Nc2cccc(S(=O)(=O)N(C)c3ccccc3)c2)c(OC)c1	u	5%	0.1%	8%	-13%	-3%	10	x	-1%	-29%
CC(=O)NCC(=O)OCC(=O)c1ccc(C)c(C)c1	-8%	1%	-0.2%	-3%	0%	1%	-1	-3%	-4%	-3%
Cc1ccccc1Cn1c(Cc2ccccc2)nc2ccccc21	-7%	-4%	0.5%	9%	12%	-4%	u	1%	2%	-43%
CCOc1ccc(S(=O)(=O)N2CCC(C(=O)NC3CCCCC3)CC2)cc1	2%	-5%	-1.0%	7%	0%	3%	2	2%	-1%	-7%

An unsorted share of the library; 3.8% or so of the library scored in one or more.
